Compound activity deposited in PubChem BioAssay by several laboratories.
MCL1 BIM primary: inhibitors of human MCL1 binding to BIM-BH3 peptide; Q07820; GST-MCL1 / FITC-Bim-BH3 fluorescence polarization; inhibition, % at 10.9 µM; 320,000 tested, 0.68% active; AID 2057;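 active = inhibition above the mean inhibition of all tested compounds plus 3 SD, set per campaign, cut at about 40% in these data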;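 note: 0% = DMSO wells and 100% = unlabeled Bim-BH3 peptide control; higher means more loss of mP so more displacement of Bim peptide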
GLD-1 RNA inh: GLD-1-TGE RNA interaction inhibition (C. elegans). purified GLD-1 + fluorescein TGE RNA, fluorescence polarization. 320,000 tested, 0.44% active. inhibition, % at 5.96 µM. Q17339;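 active = percent inhibition above a per-plate cutoff, the plate mean of test compounds plus 3 SD, cut at about 30% in these data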;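 note: 0% = DMSO wells with GLD-1 and probe and 100% = wells lacking GLD-1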
VLA-4 inh: inhibition in a human VLA-4 binding assay; 330,000 tested, 0.2% active; P13612; VLA-4 expressing cells, ligand binding flow cytometry; inhibition, % (about 7 µM as worked out from the volumes in the protocol); AID 2557; in the data active = inhibition above about 50%
MEX-5 binding: C. elegans MEX-5 TCR-2 RNA binding activity | Q9XUB2 | MEX-5/FITC-TCR2 RNA binding, fluorescence polarization; hits give low values | activity score (negative = inhibition of binding), % at 10 µM | 300,000 tested, 0.38% active;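 active = inhibition past about -25% in most replicates, and total fluorescence under double the plate's negative control median, limit read from the data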;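 note: 0% = DMSO and -100% = 5 µM competing unlabeled TCR2 RNA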
Fam108B counter: blocks mouse Fam108B hydrolase in RBBP9 counter-screen. AID 1947. recombinant Fam108B, FP-Rh probe fluorescence polarization. inhibition, % at 9.51 µM. 300,000 tested, 0.33% active;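 active = inhibition above the screen mean inhibition plus 3 SD, computed separately per campaign, cut at about 18% in these data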;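 note: inhibitors lower polarization as less probe binds the enzyme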
GRK2 inh: inhibitors of human GRK2 displacing RNA aptamer; P25098; bead flow cytometry, FAM-aptamer displacement from GRK2; inhibition of aptamer binding, % at 10 µM; 330,000 tested, 0.59% active; AID 488847;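 active = inhibition of aptamer binding above 40%, roughly 3 SD of noise, on plates passing a quality check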;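 note: median bead fluorescence of bound FAM aptamer so fluorescent compounds give negative values; no value below 0 was filed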
Target sequence (P25098 whole entry, looked up): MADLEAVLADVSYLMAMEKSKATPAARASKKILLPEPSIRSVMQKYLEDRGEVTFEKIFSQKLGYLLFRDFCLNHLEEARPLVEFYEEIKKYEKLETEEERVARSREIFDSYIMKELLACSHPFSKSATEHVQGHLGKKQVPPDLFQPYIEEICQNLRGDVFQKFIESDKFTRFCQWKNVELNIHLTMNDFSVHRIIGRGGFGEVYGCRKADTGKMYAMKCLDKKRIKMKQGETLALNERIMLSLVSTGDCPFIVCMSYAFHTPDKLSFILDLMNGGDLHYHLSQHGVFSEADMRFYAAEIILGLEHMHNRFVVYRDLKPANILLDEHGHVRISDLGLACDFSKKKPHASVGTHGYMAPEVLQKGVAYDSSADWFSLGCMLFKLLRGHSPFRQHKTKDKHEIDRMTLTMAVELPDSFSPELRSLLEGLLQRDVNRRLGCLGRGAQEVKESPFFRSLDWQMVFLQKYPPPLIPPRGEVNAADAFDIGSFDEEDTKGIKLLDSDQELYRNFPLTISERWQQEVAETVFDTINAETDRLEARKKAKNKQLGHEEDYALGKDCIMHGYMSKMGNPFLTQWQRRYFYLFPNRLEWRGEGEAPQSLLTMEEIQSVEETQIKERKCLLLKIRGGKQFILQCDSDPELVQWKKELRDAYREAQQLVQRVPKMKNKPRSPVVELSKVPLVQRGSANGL
PME-1 primary: blocks human protein phosphatase methylesterase 1; AID 2130; recombinant PME-1, FP-Rh probe fluorescence polarization; 320,000 tested, 0.53% active; inhibition, % at 5.9 µM;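 active = inhibition above the campaign mean of all compounds plus 3 SD, cut at about 26% in these data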;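 note: competitive labeling of PME-1 active site by serine hydrolase directed probe; 0% = PME-1 with DMSO and 100% = wells lacking PME-1 enzyme; inhibitors block probe labeling so polarization falls and inhibition rises; many of its hits are not listed in these tables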
BCLXL inh: inhibitors of human Bcl-xL. Q07817. 320,000 tested, 0.7% active. inhibition, % at 10.9 µM. GST-Bcl-xL / FITC-Bim BH3 peptide fluorescence polarization. AID 2129;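 active = inhibition above the mean of all tested compounds plus 3 SD, cutoff set per campaign, cut at about 30% in these data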;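 note: 0% = DMSO wells and 100% = unlabeled Bim-BH3 peptide competitor; inhibitors lower millipolarization by displacing the labeled peptide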
Target sequence (Q07817 whole entry, looked up): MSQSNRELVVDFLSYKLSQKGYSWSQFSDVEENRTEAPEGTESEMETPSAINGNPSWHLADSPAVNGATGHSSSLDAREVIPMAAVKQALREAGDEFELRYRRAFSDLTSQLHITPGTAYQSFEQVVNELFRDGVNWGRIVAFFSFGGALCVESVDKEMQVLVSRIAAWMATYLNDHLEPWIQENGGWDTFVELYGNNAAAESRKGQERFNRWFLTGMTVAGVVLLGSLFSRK
Efflux pump mplx: inhibitors of Candida antifungal efflux pumps expressed in yeast; inhibition, % at 10 µM; S. cerevisiae Candida pump triplex, Nile Red efflux; 330,000 tested, 0.44% active;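 active = plate passing quality check with inhibition over a set limit, or well fluorescence over plate mean plus 4 SD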;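 note: Nile Red retained in pooled yeast measured as flow cytometry median fluorescence; 0% = buffer negative control and 100% = Enniatin B positive control; higher means more Nile Red kept so more efflux inhibition; some compounds called inactive have numbers as strong as hits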
Numbers without * were called inactive; / = no result given. An excerpt (hit frequency here may not be typical).

compound	MCL1 BIM primary	GLD-1 RNA inh	VLA-4 inh	MEX-5 binding	Fam108B counter	GRK2 inh	PME-1 primary	BCLXL inh	Efflux pump mplx
COc1ccc(OCC(=O)Nc2cc(NC(=O)COc3ccc(OC)cc3)cc(C(=O)O)c2)cc1	9	-3	6	-0.2	0	3	-8	9	-0.1
O=C(CN1C(=O)S/C(=C\c2ccccc2Cl)C1=O)NC1C=CS(=O)(=O)C1 (stereo not given)	9	0	4	1.1	1	0	9	4	-0.5
COc1ccc(CCN(C)Cc2nc(Cc3ccc(OC)c(OC)c3)no2)cc1OC	1	0	16	0.0	-2	0	-1	-7	-0.1
Cc1ccc(NN2C(=O)C=C(c3ccc(Cl)cc3)C2=O)cc1	3	6	40	1.7	8	2	-1	6	0.0
Cc1ccc(C(=O)NCC(=O)OCC(=O)c2ccccc2)s1	0	-3	-9	/	/	0	5	-2	-0.3
Cc1ccc(-c2nnn(CC(=O)N(CCCO)C(C(=O)NC3CCCC3)c3ccc(F)cc3)n2)o1 (stereo not given)	0	0	-4	0.4	2	0	4	5	0.1
COc1ccc2c(-c3ccc(S(N)(=O)=O)cc3)c(-c3ccc(S(C)(=O)=O)cc3)sc2c1	/	4	36	/	/	3	/	/	0.2
O=C(c1nc2ccccn2c1CNCCCn1ncc2ccccc21)N1CCOCC1	7	2	4	-0.1	3	0	2	7	0.0
Cn1c(=O)c2c(nc(N3CCCCCC3)n2CCSc2nc3ccccc3o2)n(C)c1=O	12	1	-15	0.7	-2	1	-1	9	0.0
CC1CCCCN1CC(=O)Nc1sccc1C#N (stereo not given)	3	0	-2	-0.8	-2	3	0	4	0.1
O=C1NC2(CCCCC2)N=C1c1ccc(Br)cc1	9	10	-9	1.3	2	0	11	3	0.1
CC(=O)CC1(O)C(=O)Nc2ccccc21 (stereo not given)	2	-3	7	0.5	3	0	0	2	-0.2
C[C@H](NC(=O)c1ccc(Cl)cc1)C(=O)OCn1nnc2ccccc2c1=O	/	1	24	/	/	0	/	/	-0.1
Cc1cccc([C@@H]2[C@@H]3C(=O)N(Cc4ccccc4)C(=O)[C@@H]3[C@]3(C)C(=O)N(c4cccc(F)c4)C(=O)N23)c1	1	0	-8	6.0	-2	0	6	3	0.0
COc1ccc(C2=Nc3cccc4cccc(c34)N2)cc1	11	2	-1	-5.6	13	3	4	6	-0.1
Cc1[nH]nc2c1C(c1ccc(N(C)C)cc1)C1=C(CC(C)(C)CC1=O)N2 (stereo not given)	5	-8	8	-2.2	2	0	6	11	0.0
CC(C)OCCCNCC(O)c1ccccc1 (stereo not given)	10	8	10	0.3	2	0	-2	7	-0.1
O=C(CNc1ccc(Br)cc1)c1ccccc1	6	4	2	0.0	-1	0	-1	1	0.0
Cc1oc(-c2ccccc2Cl)nc1CS(=O)CC(=O)NCc1ccc2c(c1)OCO2 (stereo not given)	-7	-2	4	1.0	-2	5	2	2	-0.1
Cc1ccc(S(=O)(=O)CC#CCOC(=O)c2ccc([N+](=O)[O-])cc2)cc1	-1	-5	2	-2.3	3	0	-7	-1	0.1
COC(=O)c1c(NC(=S)NC(=O)c2ccco2)sc2c1CCCC2	6	-6	28	1.4	6	2	-2	4	0.0
Cc1cc(C)nc(/N=C(\N)Nc2cc([N+](=O)[O-])ccc2C)n1	2	1	-5	1.1	1	0	-5	3	-0.1
COc1ccccc1-n1c(C)c(C(C)=O)c2cc(O)ccc21	-6	6	6	1.0	2	1	1	3	0.0
Cc1cc(C)nc(NCCCc2ccccc2)n1	-1	7	11	-0.6	3	0	9	6	-0.1
CCOc1ccc(NC(=O)C2CC(=O)N(c3cc(C)cc(C)c3)C2)cc1 (stereo not given)	7	-1	-7	0.4	0	2	4	7	0.0
O=C(O)/C=C(\Oc1ccccc1)C1(O)CCCCC1	0	6	7	-0.9	0	1	-1	6	-0.2
COC(=O)CCC(=O)Nc1nccs1	1	5	-20	0.5	7	0	-2	1	0.0
CC(C(=O)NC1CCCC1)N(c1ccc(Oc2ccccc2)cc1)S(C)(=O)=O (stereo not given)	-5	3	-7	-0.4	2	0	-3	3	0.1
CCCCn1c(-c2nn(C)cc2Cl)n[nH]c1=S	-17	2	-2	0.3	2	0	4	-19	0.1
CCOc1ccc(CNC(=O)C2CCCN(S(C)(=O)=O)C2)cc1OC (stereo not given)	-9	6	-4	0.6	2	0	5	-3	0.1
COc1ccc(NC(=O)Nc2ccon2)cc1OC	0	-6	-1	1.5	-2	2	3	-2	0.0
Cc1ccc(-n2nc3c(=O)n(CC(=O)NCc4cccs4)nc(C)c3c2C)cc1	3	-4	23	-0.6	5	1	1	2	-0.1
CSc1ccc(NC(=O)NCc2ccccc2)cc1	13	0	-168	-0.1	-3	0	4	2	0.3
O=C(NCCS(=O)(=O)NC1CCCCC1)c1ccccc1	6	6	29	0.5	1	0	-4	7	0.0
Cc1[nH]c2ccccc2c1SCC(=O)N1CCN(c2ccccc2)CC1	-5	-1	19	0.5	6	1	2	-6	0.1
O=C(O)C1CCCN1S(=O)(=O)c1ccc2c(c1)CCC2 (stereo not given)	1	7	-1	-3.2	1	0	-4	1	0.0
COc1ccc2c(c1)C(c1ccccc1)NC(=O)C2 (stereo not given)	1	3	11	-0.2	-1	0	0	4	0.1
CC(=O)N/C(=C\c1ccccc1)C(=O)OCc1cc(C)ccc1C	9	-1	0	-2.9	-3	7	-5	3	0.4
O=C(O)c1cccc(N(CCO)CCO)c1	-2	-2	2	2.0	-3	2	-5	7	-0.1
COc1ccc(NC(=O)c2cccc(N3C(=O)C4C5CCC(C5)C4C3=O)c2)cc1 (stereo not given)	5	3	-11	1.6	3	0	-1	6	0.0
O=C(Cn1c(=O)c2c(ncn2Cc2ccccc2)n(Cc2ccccc2)c1=O)N1CCc2ccccc21	2	5	10	1.5	-4	2	-1	3	0.0
COc1cccc(OCC(=O)NC2CCCCCC2)c1	2	2	10	/	/	0	2	0	0.1
Cc1ccc2nc(COC(=O)c3cnccn3)cc(=O)n2c1	/	-3	1	/	/	0	/	/	0.2
CC(=O)Nc1ccc(SCC(=O)Nc2oc(C)c3c(C)n[nH]c(=O)c23)cc1	6	3	3	-0.1	1	1	1	6	0.0
CCN(CC(=O)Nc1c(F)cccc1F)C(=O)CCc1nc2cc(S(=O)(=O)N3CCOCC3)ccc2n1C	1	4	0	0.5	2	1	-6	5	0.0
CCc1ccc(S(=O)(=O)Nc2cc3c(cc2N2CCOCC2)n(C)c(=O)c(=O)n3C)cc1	0	-7	21	0.9	0	2	-1	5	0.5
CCN(C(=O)CSc1nncs1)c1c(N)n(Cc2ccccc2)c(=O)[nH]c1=O	-15	7	10	2.0	2	1	2	3	0.2
COCCCNC(=S)Nc1ccc(N2CCCCC2)cc1	6	-5	5	2.0	3	1	3	4	0.1
O=[N+]([O-])c1ccc2nc(-c3ccc(OC(F)F)cc3)cn2c1	94*	14	-17	-3.3	10	1	7	13	0.0
Cc1cc(=O)oc2c(C)c(OCC(=O)NC3CC(C)(C)NC(C)(C)C3)ccc12	8	3	25	0.1	0	2	2	6	1.0
CCN(CCCNC(=O)C1CCC(=O)N1C1CCCC1)c1cccc(C)c1 (stereo not given)	1	3	6	0.6	4	3	-3	7	0.0
CCc1cccc(N(C(=O)c2csnn2)C(C(=O)NC2CCCC2)c2cccnc2)c1 (stereo not given)	10	4	7	0.0	-1	0	4	2	-0.1
COc1ccccc1Nc1ncccc1C(=O)O	8	7	4	-1.9	1	2	1	4	-0.2
CNC(=O)CSc1nc2cccnc2n1C1CCCCC1	2	7	-1	-1.2	-3	4	4	4	0.1
Cc1n[nH]c(=S)n1/N=C/c1ccc(OCc2ccc(Cl)cc2)cc1	-15	4	1	1.3	2	5	7	-2	0.1
COc1ccc(-c2noc(=O)[nH]2)cc1	13	4	-26	-3.4	-4	1	-1	6	0.0
O=C(O)CSCc1cnn(-c2ccccc2)c1-n1cccc1	5	-5	-7	-1.5	-4	1	0	1	-0.2
Nc1ccc(S(=O)(=O)N2CCCC2)cc1	0	-8	47	2.4	-1	0	-2	3	0.0
O=C(c1ccc2c(c1)[nH]c(=S)n1c3ccccc3nc21)N1CCN(c2ncccn2)CC1	-5	4	-3	-0.2	-8	1	-13	-1	-0.5
CCCc1cc(=O)oc2cc(C)cc(OCC(=O)NC3CC3)c12	-3	0	9	1.5	-3	0	-8	1	0.7

(cont.)
compound	MCL1 BIM primary	GLD-1 RNA inh	VLA-4 inh	MEX-5 binding	Fam108B counter	GRK2 inh	PME-1 primary	BCLXL inh	Efflux pump mplx
O=C1C(Cc2ccccc2)Nc2ncnc(N3CCOCC3)c2N1Cc1ccc(Br)cc1 (stereo not given)	0	-2	-6	3.4	1	1	0	8	-0.2
COc1ccc2c(CC(=O)OCC(=O)Nc3ccccc3[N+](=O)[O-])coc2c1	2	4	6	0.6	0	2	5	-3	-0.1
Cc1cc(C)cc(C(=O)N(CCc2ccccc2)C2=CC3CCC(C2)N3C)c1 (stereo not given)	-1	-7	16	1.4	0	0	0	1	0.0
Cn1nnnc1SCC(=O)N1N=C(c2ccc(Cl)cc2)CC1c1ccco1 (stereo not given)	/	2	2	/	/	3	/	/	0.0
Cc1nn(C)c(NC(=O)c2ccc([N+](=O)[O-])cc2)c1Cl	-10	1	-6	-0.4	1	1	1	-3	0.0
Cc1cc2c(cc1S(N)(=O)=O)S(=O)(=O)CCC2	-2	6	-7	/	1	3	-3	-3	-0.1
CCc1ccc(N/C(SCc2cccc(F)c2)=C(/C#N)C(=O)NCc2ccco2)cc1	6	8	0	3.2	-6	0	-6	2	-0.1
CC(=O)c1ccc(NC(=O)C(C)Sc2nnc(C3CCCCC3)o2)cc1 (stereo not given)	5	10	-5	-1.4	0	0	1	0	-0.3
CSc1nnc(N2C(=O)C(O)=C(C(=O)c3ccco3)C2c2cccc(Cl)c2)s1 (stereo not given)	33	37*	-20	-26*	-6	0	-5	39*	0.2
Cc1cc(C)c2c(-n3cccc3)c(C(=O)NNS(=O)(=O)c3ccccc3)sc2n1	7	-1	-4	0.0	0	3	1	3	0.1
Cc1cccc(C)c1NC(=O)CN(C)C(=O)c1ccc2c(=O)n3c(nc2c1)CCC3	5	4	4	/	/	4	7	4	0.0
CCc1ccc(CN(C)C(=O)C2CCC(=O)N(CCc3ccc(OC)cc3)C2)nc1 (stereo not given)	6	-2	-1	-0.4	3	5	0	-3	0.1
COc1ccc(C2CC(=O)c3cc(OC)c(OC)cc32)cc1OC (stereo not given)	4	-3	-4	-0.7	-2	3	-3	-2	0.1
O=C(Nc1nc2c(F)cccc2s1)c1ccc([N+](=O)[O-])o1	4	7	-25	-0.9	1	4	4	10	0.0
N#CCCN(C(=O)CSc1nc2nc(-c3cccs3)cc(C(F)(F)F)c2c(=O)[nH]1)c1ccccc1	12	-1	0	/	3	3	-5	11	0.0
CCN(CC)C(=S)SCC(=O)Nc1cccc(C(F)(F)F)c1	6	-1	-2	0.3	-5	1	-4	6	-0.2
